Source: PubChem (several laboratories)
NR2E3 ag-1 = agonists of human nuclear receptor NR2E3 | Q9Y5X4 | 0.12% of 320,000 active | inhibition of corepressor binding, % at 4.78 µM | AID 2300 | GST-NR2E3/biotin-RetCOR TR-FRET, 1536-well;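 active means percent inhibition above the cutoff of mean plus 3 SD of all tested compounds, set per screening campaign, cut at about 20% in these data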;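 further: 0% = DMSO wells and 100% = biotin wells as full block of FRET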
Target sequence (Q9Y5X4 whole entry, looked up): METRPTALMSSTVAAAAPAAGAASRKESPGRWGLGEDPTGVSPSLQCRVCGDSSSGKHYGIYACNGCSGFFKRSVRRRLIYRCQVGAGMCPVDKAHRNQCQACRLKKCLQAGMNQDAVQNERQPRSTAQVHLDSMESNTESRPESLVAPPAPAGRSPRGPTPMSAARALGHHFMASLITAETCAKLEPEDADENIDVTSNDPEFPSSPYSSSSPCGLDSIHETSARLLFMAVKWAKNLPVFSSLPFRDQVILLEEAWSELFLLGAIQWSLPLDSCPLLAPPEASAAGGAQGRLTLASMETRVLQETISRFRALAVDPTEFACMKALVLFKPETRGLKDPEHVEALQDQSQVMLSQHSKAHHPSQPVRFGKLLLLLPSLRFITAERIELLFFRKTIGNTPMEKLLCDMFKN
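Format: 1536-well format; test system: GST-NR2E3 and biotin-RetCOR proteins; read-out basis: percent inhibition of TR-FRET ratio; timing: 5 h incubation at 4 °C; detection: time-resolved FRET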
CF NFkB block = cystic fibrosis NF-kB activation inhibition; KKLEB NF-kB-GFP reporter, PAF-induced, GFP fluorescence overnight; inhibition, % at 5 µM; 0.86% of 360,000 active; AID 588850;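 active means at least 50% inhibition at 5 µM, scaled per plate between neutral and stimulator controls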;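 further: PAF is a Pseudomonas aeruginosa culture filtrate used as stimulus; plate controls were PAF-stimulated DMSO wells for no effect and unstimulated DMSO wells for full effect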
HIF-2a block = blocks HIF-2a reporter activity; 786-0 RCC cells HIF-2a reporter, luciferase luminescence, overnight; inhibition, % at 18.8 µM; 0.72% of 360,000 active; AID 624352;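 active means inhibition of the luminescence signal of 40% or more relative to plate controls, in a single-dose primary screen at 18.75 µM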
PDI turbidity = inhibitors of human protein disulfide isomerase. 0.052% of 350,000 active. PDI insulin aggregation turbidity, A650, 90 min. inhibition, % at 10 µM. P07237;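 active means mean inhibition across replicates of 30% or more, whatever share of single replicates reach that level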;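 further: absorbance from insulin aggregation driven by PDI reduction with DTT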
Target sequence (P07237 whole entry, looked up): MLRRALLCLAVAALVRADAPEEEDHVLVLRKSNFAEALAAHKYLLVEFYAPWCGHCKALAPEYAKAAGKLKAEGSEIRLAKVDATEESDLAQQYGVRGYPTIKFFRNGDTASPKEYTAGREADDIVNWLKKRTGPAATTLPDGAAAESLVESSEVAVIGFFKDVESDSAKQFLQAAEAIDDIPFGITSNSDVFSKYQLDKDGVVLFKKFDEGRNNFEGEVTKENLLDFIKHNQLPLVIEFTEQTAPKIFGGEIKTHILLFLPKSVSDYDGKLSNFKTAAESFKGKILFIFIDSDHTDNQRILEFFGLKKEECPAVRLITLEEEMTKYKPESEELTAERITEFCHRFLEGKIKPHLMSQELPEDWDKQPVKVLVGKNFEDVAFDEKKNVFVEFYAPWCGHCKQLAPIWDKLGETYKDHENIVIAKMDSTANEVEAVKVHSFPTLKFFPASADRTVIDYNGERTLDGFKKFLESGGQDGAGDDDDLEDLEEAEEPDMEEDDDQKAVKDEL
Vif imaging = HIV Vif inhibition | inhibition, % at 7.49 µM | 0.35% of 340,000 active | HEK293T cells, Vif self-association by quenched fluorescence, imaging, 24 h | AID 602346; in the data active means inhibition above about 50%, passing the limit was not always enough; further: some results filed as inactive read as strong as hits
MITF TRPM1 inh = inhibitors of MITF-driven TRPM1 promoter in melanoma cells. SK-MEL-5 TRPM1 promoter luciferase, 24 h. inhibition, % at 12.5 µM. 0.83% of 330,000 active;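 active means mean inhibition across replicates of 60% or more, whatever share of single replicates reaches that level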; further: values of inactives mirror those of a sister screen read the other way
Peg3 promoter = inhibitors of Peg3 promoter; HeLa PEG-Prom luciferase reporter, luminescence, overnight; inhibition, % at 20 µM; 1.7% of 360,000 active;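 active means inhibition of at least 50% at 20 µM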
NR2E3 ag-2 = agonists of human NR2E3 nuclear receptor. CHO-S Gal4-NCOR/VP16-NR2E3 two-hybrid, luciferase. AID 602229. inhibition of corepressor binding, % at 3.98 µM. Q9Y5X4. 0.35% of 360,000 active;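 active means inhibition above the mean of all tested compounds plus 3 SD, cut at about 70% in these data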;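 further: 0% = DMSO with NR2E3 transfected cells and 100% = cells lacking NR2E3 construct; higher means lower luciferase signal from less NR2E3 corepressor binding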
CaV13 ICDI inh = Disruptors of the CACNA1D IQ motif to Ca2+-dependent inactivation inhibitor domain association, primary screening, Förster resonance energy transfer in intact living … | HEK cells, CFP/YFP FRET ICDI-IQ, plate reader, 10 min; percent FRET-ratio fall versus neutral wells | inhibition, % at 12.3 µM | 0.098% of 340,000 active | AID 743397;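 active means mean replicate inhibition of at least 30% and at least 1% of replicates passing that level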;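 further: 0% = median of the neutral control wells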
KKLEB cytotox = CF airway cell cytotoxicity counter-screen | KKLEB CF airway cells viability, ATPlite luminescence, overnight; stronger effect = lower value; cells stimulated with P. aeruginosa culture filtrate | activity change (cytotoxicity), % at 5 µM | 0.36% of 360,000 active | AID 602141;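 active means corrected activity change at or below -50% at 5 µM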
Shn3 inh set2 = inhibitors of Schnurri-3 3'UTR reporter in osteoblasts | Clone20 osteoblast Shn3 3'UTR firefly luciferase, 24 h | inhibition, % at 12.5 µM | AID 588674 | 0.52% of 360,000 active;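 active means mean inhibition of at least 75% with every replicate also reaching 75%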;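 further: 0% = median of neutral control wells and 100% = pilot-screen positive control compound; some compounds past the cut are filed as inactive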
Numbers without * were called inactive; x = no result given.

SMILES | NR2E3 ag-1 | CF NFkB block | HIF-2a block | PDI turbidity | Vif imaging | MITF TRPM1 inh | Peg3 promoter | NR2E3 ag-2 | CaV13 ICDI inh | KKLEB cytotox | Shn3 inh set2
C#CC(=O)N(c1ccc(OC)c(OC)c1)C(C(=O)NC1CCCC1)c1cccs1 (stereo not drawn) | 3.4 | 101.3* | 86.7* | 6.1 | x | 96.2* | 103.1* | -8.5 | -7.3 | -99.5* | 87.4*
CC(=O)N1CCN(CCS(=O)(=O)c2ccc(Br)cc2)CC1 | 5.5 | -19.8 | -7.8 | -4.0 | -1.2 | 1.1 | 3.6 | 1.5 | -5.2 | 6.4 | 2.9
Cc1cc(C)c(-c2cc(C(=O)Nc3c(C)n(C)n(-c4ccccc4)c3=O)[nH]n2)c(O)c1 | 1.5 | -2.6 | 12.8 | -3.1 | 6.7 | -4.3 | -5.1 | 16.1 | -3.3 | -7.0 | -15.2
CCOC(=O)C1CCN(S(=O)(=O)c2c[nH]c(=O)[nH]c2=O)CC1 | 0.4 | 0.0 | 10.6 | 4.0 | 1.6 | 4.2 | 5.0 | 23.4 | -4.8 | 5.3 | -1.6
Cc1c(Cl)cccc1NC(=O)CCCN1C(=O)CCC1=O | 0.9 | 9.7 | 0.4 | 9.5 | x | 0.3 | 16.2 | 1.3 | -3.6 | 2.4 | -20.9
COC(=O)C[C@@H]1C[C@@H]2c3cc(NC(=O)NC4CCCCC4)ccc3O[C@@H]2[C@H](CO)O1 | x | -4.4 | 4.3 | -3.8 | -3.4 | x | 6.0 | -16.6 | -4.6 | 1.7 | -6.2
CC(=O)Nc1ccc(S(=O)(=O)N2CCN(C(=O)c3ncoc3-c3cccc(C)c3)CC2)cc1 | 2.3 | 3.3 | 14.6 | -15.9 | 22.3 | 0.2 | 22.7 | -16.5 | -4.9 | 4.7 | 2.7
COc1ccc(/C=N\NC(=O)c2ccccc2OC)cc1COc1ccccc1C | -0.5 | -43.7 | 2.5 | -6.6 | -2.6 | -12.1 | 23.7 | -24.8 | x | 9.8 | -6.2
Cc1ccc(Cl)cc1NC(=O)NCc1cccnc1 | x | 13.6 | -1.6 | -0.1 | 3.5 | 1.9 | 18.1 | 12.1 | -2.1 | 4.6 | -0.5
COc1nc(-c2ccccc2)nnc1-c1ccccc1 | x | -12.2 | -151.9 | -6.4 | 23.1 | -29.7 | -244.7 | -89.9 | -4.9 | 11.4 | -68.9
CC1(C)NC(=O)N(CC(=O)Nc2ccc(-n3cnnn3)cc2)C1=O | x | -5.3 | 10.7 | -13.1 | -0.3 | 0.4 | -8.3 | -1.4 | -10.8 | -10.7 | 7.0
COc1ccc(C(C(=O)NC2CCCC2)N(CCO)C(=O)Cn2nnc(-c3ccc(C)o3)n2)cc1 (stereo not drawn) | 5.8 | -1.2 | 9.0 | 14.5 | -1.8 | 5.1 | 16.0 | 5.4 | -5.5 | 0.2 | 2.8
O=C(Cn1c(-c2cncs2)nc2ccccc21)NC1CCCC1 | 0.6 | -2.9 | 24.1 | -14.6 | 33.1 | -3.9 | 3.9 | 6.1 | x | -12.2 | 8.8
CC#CC(=O)N1CCC(n2nccc2NC(=O)c2ccc3c(c2)OCO3)CC1 | 2.7 | -11.2 | -51.0 | -0.6 | -8.1 | -25.0 | -71.2 | -52.2 | -6.0 | 37.2 | -28.7
Cc1cc(Br)ccc1NC(=O)C1CSC2(C)CCC(=O)N12 (stereo not drawn) | -1.1 | -6.5 | 3.1 | 3.9 | -2.6 | 1.6 | 3.1 | 3.4 | -4.4 | 3.5 | -31.5
CC(C)C[C@@H](C(=O)NCC1CCCO1)N1C(=O)N2CCc3c([nH]c4ccccc34)[C@@]2(C)C1=O (stereo partly drawn) | 1.3 | -0.8 | 20.4 | x | -4.5 | 11.4 | 14.3 | -13.3 | x | -9.7 | 9.3
NC(=O)C1CCN(CC(=O)Nc2ccccc2N2CCOCC2)CC1 | -2.1 | -0.5 | 16.4 | -0.3 | -3.7 | 0.6 | 7.5 | 0.3 | -20.2 | 13.6 | -3.7
COCCNC(=O)CSc1nc2ccccc2c(=O)n1-c1cccc(OC)c1 | -0.6 | 2.3 | 20.3 | -12.7 | x | 6.2 | 4.8 | -1.1 | -5.9 | -14.3 | -7.2
CC(NC(=O)c1ccccc1)c1ccc(F)cc1 (stereo not drawn) | -0.9 | -10.3 | 2.2 | -0.5 | -5.8 | 3.3 | 7.0 | 13.0 | -11.4 | -3.9 | 10.0
COc1ccccc1NC(=O)Cc1csc(NC(=S)Nc2ccccc2)n1 | 3.9 | -1.3 | 11.9 | -11.0 | -11.1 | 13.5 | 41.8 | 1.9 | -5.0 | 18.2 | 10.6
NC(=O)c1ncc(C(F)(F)F)cc1Oc1ccc(F)cc1 | 0.9 | -6.6 | 1.9 | -1.6 | 18.9 | -18.0 | 1.4 | -11.7 | x | 10.9 | 9.4
CCn1c(=O)c2ccccc2n(CC(=O)N2CCCc3ccccc32)c1=O | -0.3 | 6.3 | 10.6 | -2.0 | 2.8 | 2.6 | 10.7 | 4.2 | -14.7 | -5.2 | 6.4
CN(C)CCCn1c2c(c(SCC(=O)Nc3ccc4c(c3)OCCO4)nc1=O)CCC2 | 2.4 | -37.7 | 7.8 | -8.3 | 13.8 | 2.1 | -6.4 | -8.7 | -6.3 | -1.3 | -9.9
Cc1ccc(-c2nn(-c3cc(Cl)ccc3[N+](=O)[O-])c(=O)c3ccccc23)cc1C | -1.0 | 14.9 | 18.1 | 8.0 | -3.5 | -8.7 | 15.7 | -24.4 | x | -8.0 | -1.7
CCCCCOC(=O)Cc1c(O)c2ccccc2n(C)c1=O | -1.7 | 5.0 | 22.9 | 0.6 | -14.3 | 8.0 | 10.6 | -8.0 | -4.4 | 11.9 | -6.5
CCN(/N=C/C=C/c1ccccc1)c1cc(=O)n(C)c(=O)[nH]1 | 6.2 | -17.4 | 10.4 | -12.2 | 5.4 | -0.5 | -10.5 | 23.4 | 4.7 | 7.5 | -7.8
Cc1ccc(C(=O)Nc2ccc3c(c2)C(=O)N(CC2CCCO2)C3=O)cc1 (stereo not drawn) | -2.8 | -18.3 | -80.0 | -2.6 | -6.7 | 0.7 | -38.5 | -8.3 | x | -1.6 | 83.1
COc1ccc([N+](=O)[O-])c(OC)c1C(=O)NC(=O)Nc1c(C)cccc1C | -3.8 | -0.8 | 18.4 | -5.1 | 7.9 | 2.2 | 18.6 | -9.3 | -16.7 | 13.1 | 4.5
COc1ccc(Cl)cc1NC(=O)COc1cccc(-n2cnnn2)c1 | -0.1 | -14.0 | 3.1 | 1.0 | -2.8 | -1.5 | 0.9 | -17.8 | -5.2 | 0.5 | -8.7
COc1ccc(C)cc1/C=C/C(=O)N1CCN(S(=O)(=O)c2cccs2)CC1 | x | -0.8 | 16.0 | -42.8 | -6.3 | x | 16.4 | 6.3 | -5.7 | -6.0 | 0.1
CCOC(=O)c1cc(-c2ccccc2C)n(Cc2cc(C)no2)n1 | 4.3 | -24.6 | -0.4 | 2.0 | -2.9 | 29.5 | 1.8 | 5.3 | -6.2 | -4.3 | 4.6
CC(C)c1ccc(NC(=O)CCNS(=O)(=O)c2cc(Br)cnc2N)cc1 | -0.7 | -19.8 | 11.4 | 0.7 | -9.2 | 2.3 | 13.4 | -30.2 | -7.0 | 3.9 | 12.1
O=C(N/N=C/c1ccc(COc2ccc(Br)cc2)o1)c1ccco1 | -3.1 | 0.1 | -38.5 | 5.7 | -0.1 | -11.1 | -48.6 | -70.8 | -2.5 | -11.0 | -10.9
Cc1c(C)c(C)c(S(=O)(=O)N2CCSCC2)c(C)c1C | -2.0 | -12.2 | 31.0 | -8.5 | -10.3 | 1.3 | 17.5 | 18.6 | -16.0 | -1.9 | 19.8
CCS(=O)(=O)N1CCC(C(=O)N2CCc3ccccc3C2)CC1 | 5.4 | -12.0 | -17.1 | -7.7 | 3.4 | 7.2 | 8.0 | -4.5 | x | 1.8 | -15.5
CCOc1ccc2[nH]c(=O)c(CN(Cc3ccc(F)cc3)C(=O)N3CCCC3)cc2c1 | 0.7 | 10.1 | 0.3 | 11.0 | -1.5 | 7.0 | 18.2 | 20.7 | -4.0 | -6.1 | 11.3
Cc1nnc(-c2cnn(C)c2N)n1CCCN1CCOCC1 | -1.0 | 3.6 | 15.0 | -0.4 | 16.5 | -2.1 | 21.3 | -34.5 | -2.5 | -13.1 | -7.7
CC(=O)N1CCC(N(CCCOC(C)C)S(=O)(=O)c2ccc([N+](=O)[O-])cc2)CC1 | 0.3 | -7.8 | -49.5 | 7.4 | -5.2 | 5.1 | -8.5 | -3.4 | -19.4 | -0.5 | 0.2
Cn1c(=O)n(CCc2ccccc2)c(=O)c2c1nc1n2CCCN1Cc1ccccc1 | 1.4 | -4.2 | 8.0 | 3.7 | -14.1 | 17.6 | 44.8 | -21.6 | -0.9 | -2.4 | 8.4
COc1ccc(C2CC(c3ccccc3)=NN2C(=O)COC(=O)c2cccnc2)cc1 (stereo not drawn) | 2.5 | 13.6 | 9.2 | -5.9 | 2.9 | 0.8 | 10.3 | 8.6 | -4.9 | -3.3 | 12.6
O=C(NNc1ccccc1)/C(=C\c1cccnc1)NC(=O)c1ccccc1 | 1.0 | -9.3 | 6.7 | 5.1 | 8.5 | 0.0 | 0.9 | 14.2 | 5.9 | -4.1 | 4.7
O=C(COC(=O)c1ccc2c(c1)S(=O)(=O)N=C1CCCCCN12)NCc1cccs1 | 1.5 | -1.8 | 2.9 | -1.6 | 5.0 | -1.4 | 1.4 | 12.2 | -4.0 | 4.3 | -3.5
O=c1nc(Nc2ccccc2)sc2ccc([N+](=O)[O-])cc12 | 0.3 | -16.8 | -4.5 | 9.9 | -2.1 | 1.4 | -32.6 | 1.2 | -5.3 | -6.2 | 5.5
O=C(CNC(=O)C1CCCCC1)Nc1cc(Cl)ccc1Cl | -0.6 | -3.8 | 18.8 | -46.3 | -0.5 | 11.1 | 5.6 | 0.3 | -2.7 | -12.0 | -3.1
Cc1ccc(C(=O)N2CCC(C(=O)NC3CCCCCC3)CC2)cc1 | 1.0 | -2.8 | -41.6 | 6.4 | 15.2 | 2.9 | -16.1 | -2.3 | -5.7 | -3.0 | -5.6
Cc1csc(CNc2ncnc3ccc(-c4ccc5c(c4)OCO5)cc23)c1 | x | 20.1 | 15.1 | -0.6 | x | 19.2 | 12.5 | 4.3 | -5.7 | 1.6 | -7.0
Cc1ccccc1Nc1nc(N)nc(CN2CCN(Cc3ccc4c(c3)OCO4)CC2)n1 | 3.4 | -6.5 | 15.6 | 1.3 | -5.3 | -2.5 | 1.6 | -27.4 | -2.4 | 5.9 | 8.5
CN(C1=C(NC(=O)c2ccc(Cl)cc2)C(=O)c2ccccc2C1=O)c1ccccc1 | 1.7 | 46.9 | -23.3 | -3.1 | -8.3 | 25.2 | -66.4 | -0.9 | -15.0 | -12.3 | 5.0
